High-throughput results from PubChem.
ZTA counter – blocks Epstein-Barr virus ZTA, an EBNA-1 counter-screen; P03206; ZTA-DNA binding, fluorescence polarization; inhibition, % at 11 µM; actives 0.15% (n = 320,000); AID 2234; in the data active means inhibition above about 33%
Target sequence (P03206 whole entry, looked up): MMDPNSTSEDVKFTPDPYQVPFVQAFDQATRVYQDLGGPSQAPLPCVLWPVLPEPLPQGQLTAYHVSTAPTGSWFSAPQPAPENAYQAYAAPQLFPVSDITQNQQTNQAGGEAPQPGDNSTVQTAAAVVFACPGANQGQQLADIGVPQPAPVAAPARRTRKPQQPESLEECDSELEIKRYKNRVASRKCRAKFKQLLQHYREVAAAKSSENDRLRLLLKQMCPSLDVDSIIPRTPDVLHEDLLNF
CR mimetic SO – yeast age-related superoxide inhibition as caloric restriction mimetic. S. cerevisiae aged cells, superoxide DHE fluorescence; active compounds read low. superoxide response (% of plate mean), % at 10 µM. actives 0.18% (n = 330,000);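 active means superoxide response under a set limit, about three screen SD below normal, cut at about 65% in these data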;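 further: yeast aged for seven days with compound at 30 °C before DHE staining; 100% = average MFI of all compound-treated wells on the plate with controls excluded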
PP5 inh – inhibitors of human protein phosphatase 5 (PP5). actives 0.18% (n = 320,000). P53041. inhibition, % at 6.7 µM. purified PP5c, OMFP substrate fluorescence;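 active means inhibition above the campaign's mean inhibition across all tested compounds plus 3 SD, cut at about 9.5% in these data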;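 further: 0% = DMSO only and 100% = 100 µM cantharidin control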
Target sequence (P53041 whole entry, looked up): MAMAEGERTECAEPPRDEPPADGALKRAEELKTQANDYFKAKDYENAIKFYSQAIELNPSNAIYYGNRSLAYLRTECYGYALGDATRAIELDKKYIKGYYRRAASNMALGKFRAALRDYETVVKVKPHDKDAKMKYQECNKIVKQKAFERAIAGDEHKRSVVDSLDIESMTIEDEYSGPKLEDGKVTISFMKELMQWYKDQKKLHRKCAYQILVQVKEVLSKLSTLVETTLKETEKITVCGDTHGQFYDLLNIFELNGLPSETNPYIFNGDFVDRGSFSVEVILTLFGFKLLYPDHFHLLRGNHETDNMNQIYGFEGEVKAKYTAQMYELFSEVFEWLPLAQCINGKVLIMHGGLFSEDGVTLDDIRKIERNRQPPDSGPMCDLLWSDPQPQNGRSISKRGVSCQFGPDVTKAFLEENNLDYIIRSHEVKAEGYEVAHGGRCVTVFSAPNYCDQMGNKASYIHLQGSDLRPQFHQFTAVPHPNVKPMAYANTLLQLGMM
PP1 inh – blocks human PP1-alpha phosphatase, a PP5 counter-screen; P62136; purified PP1alpha, OMFP fluorescence; inhibition, % at 6.7 µM; actives 0.9% (n = 320,000); AID 2235;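 active means inhibition above the mean inhibition of all tested compounds plus 3 SD, computed separately for each screening campaign, cut at about 15% in these data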
Target sequence (P62136 whole entry, looked up): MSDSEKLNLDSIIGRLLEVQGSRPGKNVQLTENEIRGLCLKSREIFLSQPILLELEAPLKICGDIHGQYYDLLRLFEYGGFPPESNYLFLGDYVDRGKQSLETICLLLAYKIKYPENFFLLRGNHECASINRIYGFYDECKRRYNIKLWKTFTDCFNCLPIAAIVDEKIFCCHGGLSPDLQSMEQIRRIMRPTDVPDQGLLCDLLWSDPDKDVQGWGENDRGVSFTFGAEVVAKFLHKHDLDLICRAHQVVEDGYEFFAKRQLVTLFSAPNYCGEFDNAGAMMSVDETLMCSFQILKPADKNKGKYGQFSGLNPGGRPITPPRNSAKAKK
EBNA-1 inhibitor – blocks EBNA-1 binding to DNA; EBNA-1 DNA binding, fluorescence polarization; inhibition, % at 14.8 µM; actives 0.34% (n = 300,000); AID 1950; in the data active means inhibition above about 28%
CTSL1 counter – counter-screen for PFM18AAP inhibitors: inhibitors of F. hepatica cathepsin L1. recombinant F. hepatica cathepsin L1, Z-Leu-Arg-MCA fluorescence. actives 0.49% (n = 300,000). AID 1906. inhibition, % at 5.96 µM;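 active means inhibition above the mean of all tested compounds plus 3 SD, set per screening campaign, cut at about 17% in these data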;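 further: 0% = plate median of test compound wells and 100% = 1 µM Z-Phe-Ala-diazomethylketone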
TPT1 inh – blocks Candida albicans tRNA 2'-phosphotransferase; recombinant caTPT1, FP RNA substrate dephosphorylation; inhibition, % at 5 µM; actives 0.81% (n = 300,000); AID 1962;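 active means inhibition above the mean of all tested compounds plus 3 SD, set per screening campaign, cut at about 24% in these data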;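 further: plate controls were DMSO alone for no effect and ferristatin control at 100 nM for full effect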
JMJD2C inh – blocks human GASC-1 demethylase activity; Q9H3R0; GST-JMJD2C(1-420) H3K9me3 demethylation, DELFIA europium; inhibition, % at 2.35 µM; actives 0.069% (n = 330,000); AID 2099;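 active means more than half of a compound's replicate wells show inhibition beyond 50%, single wells judged on their own value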;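 further: signal counts dimethyl H3K9 product captured on neutravidin plate; 0% = median of DMSO wells and 100% = 0.3 times that DMSO median; strong numbers were not always called active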
HCV core dimer – blocks dimerization of HCV core protein; inhibition, % at 5 µM; TR-FRET GST/Flag-core106 dimerization, 1536-well; actives 0.33% (n = 300,000);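 active means inhibition above the mean of all tested compounds plus 3 SD, set per screening campaign, cut at about 45% in these data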
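Assay system: Tagged HCV core106 pair (GST and Flag) | Buffer or medium: KF-containing HEPES buffer, pH 7.45, DTT, CHAPS, BSA | Also added: Eu donor and XL665 acceptor anti-tag antibodies | Dosing: One concentration, 5 µM, in 0.5% DMSO | Timing: 4 h at 22.5 °C | Technique: TR-FRET 671 and 617 nm emission | Repeats: Singlicate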
Starred values were filed as active, the others as inactive; & = joins results of further samples. Compounds as they come; about 3.1% have a hit in one of these screens.

For CC1(C)CC(=O)C2=C(C1)N(c1ccccc1)C(=O)C2(O)C(F)(F)F (centres undefined) the results were ZTA counter -4, CR mimetic SO 109, PP5 inh 1.8, PP1 inh 1, EBNA-1 inhibitor 2, CTSL1 counter 1, TPT1 inh -3, JMJD2C inh 7 and HCV core dimer -12.
For S=C(NCc1ccccc1)NNc1nc2ccccc2[nH]1 the results were ZTA counter 11, CR mimetic SO 102, PP5 inh 1.7, PP1 inh 0, EBNA-1 inhibitor -14, CTSL1 counter 0, TPT1 inh -1, JMJD2C inh 1 and HCV core dimer -7.
For COCc1cc(C)nc(OCC(=O)N/N=C/c2ccc(-c3cccc([N+](=O)[O-])c3)o2)c1C#N the results were ZTA counter -14, CR mimetic SO 99, PP5 inh 1.2, PP1 inh 4, EBNA-1 inhibitor -5, CTSL1 counter 7, TPT1 inh -2, JMJD2C inh 2 and HCV core dimer 24.
`CCn1c(-c2ccccc2Cl)nn(CC(=O)NCCc2ccccc2)c1=S` gave ZTA counter 1, CR mimetic SO 104, PP5 inh -0.3, PP1 inh -2, EBNA-1 inhibitor 1, CTSL1 counter -4, TPT1 inh 1, JMJD2C inh -13 and HCV core dimer -2.
For NS(=O)(=O)c1cccc(NC(=O)/C=C/c2cccs2)c1 the results were ZTA counter 4, CR mimetic SO 103, PP5 inh 2.2, PP1 inh -4, EBNA-1 inhibitor 6, CTSL1 counter 5, TPT1 inh 0, JMJD2C inh 9 and HCV core dimer -4.
`Nn1c(SCc2ccc(Br)cc2)nnc1-c1ccncc1` gave ZTA counter 0, CR mimetic SO 87, PP5 inh -1.0, PP1 inh -3, EBNA-1 inhibitor -2, CTSL1 counter -6, TPT1 inh 0, JMJD2C inh 17 and HCV core dimer 0.
Screening COc1cc2c(cc1OC)C(c1cc3ccccc3oc1=O)=NC(C)(C)C2 returned ZTA counter -18, CR mimetic SO 95, PP5 inh 2.2, PP1 inh 3, EBNA-1 inhibitor -4, CTSL1 counter -1, TPT1 inh -3, JMJD2C inh 4 and HCV core dimer 0.
Screening Cc1ccc(CC(CC(=O)NCCc2ccc3c(c2)OCO3)C(=O)O)cc1 (centres undefined) returned ZTA counter 6, CR mimetic SO 103, PP5 inh -0.2, PP1 inh -1, EBNA-1 inhibitor -1, CTSL1 counter -3, TPT1 inh 3, JMJD2C inh 3 and HCV core dimer 8.
`Cc1cc(C)cc(-n2nnnc2SCC(=O)N2CCOCC2)c1` gave ZTA counter 6, CR mimetic SO 84, PP5 inh -1.4, PP1 inh -5, EBNA-1 inhibitor 4, CTSL1 counter -3, TPT1 inh -1, JMJD2C inh -5 and HCV core dimer -6.
For CCO[C@@H]1OC(C(N)=O)=C[C@H](c2ccc(Br)cc2)[C@H]1CCCO the results were ZTA counter -8, CR mimetic SO 106, PP5 inh 1.3, PP1 inh -1, EBNA-1 inhibitor 10, CTSL1 counter -1, TPT1 inh -3, JMJD2C inh -8 and HCV core dimer -13.
COc1ccc(CN2CCN(Cc3ccccc3)C(CCO)C2)cc1OC (centres undefined) was read as ZTA counter -3, CR mimetic SO 78, PP5 inh 1.9, PP1 inh 1, EBNA-1 inhibitor 8, CTSL1 counter -1, TPT1 inh -2, JMJD2C inh -9 and HCV core dimer 0.
Cc1cccn2c(=O)c3cc(C(=O)NCCc4ccccc4)c(=N)n(Cc4ccco4)c3nc12 was read as ZTA counter -2, CR mimetic SO 101, PP5 inh 0.0, PP1 inh 3, EBNA-1 inhibitor 2, CTSL1 counter 8, TPT1 inh 4, JMJD2C inh 34 and HCV core dimer 22.
COc1ccc([N+](=O)[O-])cc1NC(=O)c1ccc(CN(c2ccc(C)c(C)c2)S(C)(=O)=O)cc1 was read as ZTA counter 1, CR mimetic SO 108, PP5 inh 2.8, PP1 inh 1, EBNA-1 inhibitor -18, CTSL1 counter 0, TPT1 inh -2, JMJD2C inh 0 and HCV core dimer 18.
COc1ccccc1-c1c(C)oc2c(CN3CCCCC3C)c(O)ccc2c1=O (centres undefined) was read as ZTA counter -7, CR mimetic SO 103, PP5 inh 0.7, PP1 inh 0, EBNA-1 inhibitor -8, CTSL1 counter 1, TPT1 inh -2, JMJD2C inh 5 and HCV core dimer -2.
Screening CC(C)C1Oc2cc3oc(=O)ccc3cc2C1=O (centres undefined) returned ZTA counter 6, CR mimetic SO 95, PP5 inh -1.1, PP1 inh 3, EBNA-1 inhibitor -5, CTSL1 counter 0, TPT1 inh -6, JMJD2C inh -15 and HCV core dimer 3.
For COc1cccc(NC(=O)CN(C)C(=O)c2cc3c(s2)CCCCC3)c1 the results were ZTA counter -1, CR mimetic SO 102, PP5 inh 0.3, PP1 inh -1 and JMJD2C inh 3.
`COc1ccc(NC(=O)CSc2nncn2C)cc1` gave ZTA counter -7, CR mimetic SO 96, PP5 inh 1.5, PP1 inh 1, EBNA-1 inhibitor -14, CTSL1 counter -8, TPT1 inh -2, JMJD2C inh -11 and HCV core dimer -2.
For CNC(=S)N(Cc1cccs1)Cc1cc2cc(OC)ccc2[nH]c1=O the results were ZTA counter 2, CR mimetic SO 110, PP5 inh 1.8, PP1 inh -3, EBNA-1 inhibitor 2, CTSL1 counter 2, TPT1 inh -1, JMJD2C inh 4 and HCV core dimer 4.
For Cc1ccc(S(=O)(=O)N2CCCC2)cc1S(=O)(=O)N1CCCC1 the results were ZTA counter -2, CR mimetic SO 110, PP5 inh 1.5, PP1 inh -4, EBNA-1 inhibitor 1, CTSL1 counter 0, TPT1 inh 7, JMJD2C inh -9 and HCV core dimer 2.
Screening COCCCNC(=O)CNC(=S)N(Cc1ccccc1F)C1CCCCC1 returned ZTA counter 9, CR mimetic SO 94, PP5 inh 1.8, PP1 inh 0, EBNA-1 inhibitor -1, CTSL1 counter -3, TPT1 inh -3, JMJD2C inh 7 and HCV core dimer -1.
`O=C(CSc1nc(Cc2ccccc2)nc2ccccc12)Nc1nc2c(s1)CCCC2` gave ZTA counter -10, CR mimetic SO 105, PP5 inh 2.8, PP1 inh 7, EBNA-1 inhibitor -1, CTSL1 counter 1, TPT1 inh 3, JMJD2C inh -12 and HCV core dimer 19.
Screening O=C(N/N=C/c1ccc(-c2ccccc2Cl)o1)c1ccccc1 returned ZTA counter 4, CR mimetic SO 81, PP5 inh 2.5, PP1 inh 1, EBNA-1 inhibitor -1, CTSL1 counter 1, TPT1 inh 0, JMJD2C inh -5 and HCV core dimer 7.
`CC(=O)Nc1c(I)c(NC(C)=O)c(I)c(C(=O)O)c1I` gave ZTA counter 5&17&4, CR mimetic SO 97&104&95, PP5 inh 0.5&-0.1&-0.2, PP1 inh 1&-3&-4, EBNA-1 inhibitor 6&1&5, CTSL1 counter -3&-6&0, TPT1 inh -3&-2&-3, JMJD2C inh -4&0 and HCV core dimer 9&-2&14.
For CC(C)(C)c1ccc(C(=O)Nc2cccc(C(=O)N3CCOCC3)c2)cc1 the results were ZTA counter 8, CR mimetic SO 96, PP5 inh -0.6, PP1 inh -1, EBNA-1 inhibitor 12, CTSL1 counter 2, TPT1 inh 0, JMJD2C inh 8 and HCV core dimer 5.
`COc1ccc(OC)c(C2CC(c3ccccc3)=NN2C(=S)Nc2ccccc2)c1` (centres undefined) gave ZTA counter -2, CR mimetic SO 112, PP5 inh 0.0, PP1 inh -1, EBNA-1 inhibitor 5, CTSL1 counter -2, TPT1 inh -3, JMJD2C inh -7 and HCV core dimer 9.
`CCOC(=O)N1CCN(c2ncnc3scc(-c4ccccc4)c23)CC1` gave ZTA counter 1, CR mimetic SO 100, PP5 inh 3.0, PP1 inh 5, EBNA-1 inhibitor -10, CTSL1 counter -3, TPT1 inh 4, JMJD2C inh -20 and HCV core dimer 14.
For Cc1ccc[n+](CC(=O)c2ccc(NC(=O)c3ccccc3)cc2)c1 the results were ZTA counter -19, CR mimetic SO 112, PP5 inh 2.8, PP1 inh -5, EBNA-1 inhibitor 7, CTSL1 counter -1, TPT1 inh 0, JMJD2C inh -33 and HCV core dimer -2.
`CC1CN(c2ccc([N+](=O)[O-])cc2C#N)CC(C)O1` (centres undefined) gave ZTA counter -5, CR mimetic SO 94, PP5 inh 3.2, PP1 inh -1, EBNA-1 inhibitor -1, CTSL1 counter 1, TPT1 inh -4, JMJD2C inh -24 and HCV core dimer 1.
For S=C(NCc1cccnc1)Nc1ccc(Oc2ccc(Cl)cc2)cc1 the results were ZTA counter -10, CR mimetic SO 107, PP5 inh 4.1, PP1 inh 4, EBNA-1 inhibitor -11, CTSL1 counter 7, TPT1 inh 4, JMJD2C inh -2 and HCV core dimer 0.
Cc1ccc(NC(=O)N(Cc2cccnc2)Cc2ccco2)cc1C was read as ZTA counter -1, CR mimetic SO 118, PP5 inh 0.5, PP1 inh 0, EBNA-1 inhibitor -8, CTSL1 counter -3, TPT1 inh -3, JMJD2C inh -8 and HCV core dimer -4.
For COc1cccc(CNC(=O)COc2cccc(-n3cnnn3)c2)c1 the results were ZTA counter -1, CR mimetic SO 95, PP5 inh -0.1, PP1 inh -5, EBNA-1 inhibitor -2, CTSL1 counter 1, TPT1 inh 3, JMJD2C inh -3 and HCV core dimer -4.
Screening Cc1c(Cl)cccc1Nc1nc(N)nc(CN2CCc3ccccc3C2)n1 returned ZTA counter 4, CR mimetic SO 91, PP5 inh -0.2, PP1 inh 3, EBNA-1 inhibitor 6, CTSL1 counter 1, TPT1 inh -7, JMJD2C inh 15 and HCV core dimer 0.
For O=C(Cc1cccs1)NCc1ccccc1 the results were ZTA counter -3, CR mimetic SO 105, PP5 inh -0.4, PP1 inh 4, EBNA-1 inhibitor -2, CTSL1 counter -1, TPT1 inh 1, JMJD2C inh 38 and HCV core dimer 0.

Six entries already listed, sorted by molar mass, high to low.
Screening Cc1c(Cl)cccc1Nc1nc(N)nc(CN2CCc3ccccc3C2)n1 returned ZTA counter 4, CR mimetic SO 91, PP5 inh -0.2, PP1 inh 3, EBNA-1 inhibitor 6, CTSL1 counter 1, TPT1 inh -7, JMJD2C inh 15 and HCV core dimer 0.
For S=C(NCc1cccnc1)Nc1ccc(Oc2ccc(Cl)cc2)cc1 the results were ZTA counter -10, CR mimetic SO 107, PP5 inh 4.1, PP1 inh 4, EBNA-1 inhibitor -11, CTSL1 counter 7, TPT1 inh 4, JMJD2C inh -2 and HCV core dimer 0.
For COc1cccc(CNC(=O)COc2cccc(-n3cnnn3)c2)c1 the results were ZTA counter -1, CR mimetic SO 95, PP5 inh -0.1, PP1 inh -5, EBNA-1 inhibitor -2, CTSL1 counter 1, TPT1 inh 3, JMJD2C inh -3 and HCV core dimer -4.
For Cc1ccc[n+](CC(=O)c2ccc(NC(=O)c3ccccc3)cc2)c1 the results were ZTA counter -19, CR mimetic SO 112, PP5 inh 2.8, PP1 inh -5, EBNA-1 inhibitor 7, CTSL1 counter -1, TPT1 inh 0, JMJD2C inh -33 and HCV core dimer -2.
`CC1CN(c2ccc([N+](=O)[O-])cc2C#N)CC(C)O1` (centres undefined) gave ZTA counter -5, CR mimetic SO 94, PP5 inh 3.2, PP1 inh -1, EBNA-1 inhibitor -1, CTSL1 counter 1, TPT1 inh -4, JMJD2C inh -24 and HCV core dimer 1.
For O=C(Cc1cccs1)NCc1ccccc1 the results were ZTA counter -3, CR mimetic SO 105, PP5 inh -0.4, PP1 inh 4, EBNA-1 inhibitor -2, CTSL1 counter -1, TPT1 inh 1, JMJD2C inh 38 and HCV core dimer 0.
